Runt-SMMHC FRET: blocks binding of human RUNX1 Runt domain to CBFb-SMMHC; Q01196+Q13951; Cerulean-Runt/Venus-CBFb-SMMHC FRET ratio 530/480, 1 h; inhibition, % at 20 µM; 220,000 compounds, 0.74% hits; AID 1434;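 active means mean inhibition across duplicate retests at 20 µM reaching about 50%, limit read from the data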;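 further: 0% = DMSO wells and 100% = wells with excess untagged CBFb-SMMHC; inhibitors lower the FRET ratio by blocking Runt binding to CBFb-SMMHC; some results filed as inactive read as strong as hits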
NCF1 inh: p47phox (human) inhibition; P14598; 220,000 compounds, 0.53% hits; inhibition, % at 24.7 µM; p47phox/p22phox peptide binding, fluorescence polarization, 2 h; AID 1274;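 active means inhibition above about 30%, limit read from the data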;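 further: 0% = p47phox with labelled peptide and 100% = labelled peptide alone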
CHOP inh: blocks CHOP induction under ER stress. AID 2732. CHO-K1 CHOP-promoter luciferase, tunicamycin-induced, 15-18 h. 220,000 compounds, 3.8% hits. inhibition, % at 10 µM;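 active means compounds that reduced the stress-induced luciferase reporter signal by more than about 70% of percent inhibition, limit read from the data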;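 further: 0% = tunicamycin plus vehicle and 100% = wells without tunicamycin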
TRPML3 ag: human mucolipin-3 channel agonism; AID 1448; Q8TDD5; HEK293 TRPML3-YFP, Fluo-8 calcium fluorescence; 100% = the carbachol control signal; activation, % at 3 µM; 220,000 compounds, 0.29% hits;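 active means activation above its plate's cutoff, the mean activation of the plate's test wells plus 3 SD, cut at about 12% in these data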;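 further: 0% = DMSO only wells and 100% = carbachol wells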
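Test system – HEK293 line with stable expression of human TRPML3-YFP channel · Control set – carbachol 87 µM final as high control (100%), DMSO as low control (0%) · Signal – Fluo-8 calcium dye fluorescence, ex 470-495, em 515-575 nm · Incubation – 1-h 37 °C dye load, 5-s basal, 120-s post-compound reads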
Mdm2 ligase inh: inhibitors of human Mdm2 E3 ubiquitin ligase. Q00987. cell-based MDM2 ubiquitination luciferase reporter, 2 h; 0 = plate control, 100 = twice control, blank-subtracted. signal enhancement, % at 5 µM. 210,000 compounds, 0.11% hits;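 active means signal enhancement of 30% or more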;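 further: luminescence tracks abundance of the self-degrading MDM2-luciferase fusion protein; higher signal means inhibition of MDM2 E3 ligase activity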
Target sequence (Q00987 whole entry, looked up, the tested form may be a part): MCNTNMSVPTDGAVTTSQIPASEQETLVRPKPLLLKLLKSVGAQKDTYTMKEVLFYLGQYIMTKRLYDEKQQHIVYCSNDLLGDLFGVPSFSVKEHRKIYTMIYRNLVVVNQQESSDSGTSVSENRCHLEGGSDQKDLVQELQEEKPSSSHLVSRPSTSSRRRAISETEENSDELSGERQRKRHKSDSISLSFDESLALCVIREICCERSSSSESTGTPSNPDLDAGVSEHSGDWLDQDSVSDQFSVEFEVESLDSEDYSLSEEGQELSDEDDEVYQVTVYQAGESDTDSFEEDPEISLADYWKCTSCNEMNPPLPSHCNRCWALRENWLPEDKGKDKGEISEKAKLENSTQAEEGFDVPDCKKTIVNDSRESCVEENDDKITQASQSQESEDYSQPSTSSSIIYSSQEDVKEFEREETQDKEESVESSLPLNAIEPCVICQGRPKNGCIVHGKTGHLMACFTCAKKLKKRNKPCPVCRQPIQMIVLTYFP
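Test system: stable mammalian line carrying autodegrading MDM2–luciferase fusion reporter; quantity: 2000 cells in each well; times: 4 h cell settling then 2 h compound exposure, 37 °C; detection: luminescence with SteadyLite reagent, 15 min at room temperature; evaluation: percent signal gain over controls, blank-subtracted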
TNF necrop inh: TNF-alpha cell death inhibition in Jurkat FADD-/- cells | 220,000 compounds, 0.068% hits | Jurkat FADD-/- TNF necroptosis rescue, ATP luminescence, 24 h; 0 = TNF only, 100 = no-TNF cells | activation (protection from cell death), % at 10 µM | AID 463075;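 active means activation, meaning protection from cell death, of at least 50% relative to plate controls; inactive means activation below 50%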;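 further: necroptosis triggered by 40 ng/mL TNF-alpha added together with compound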
TRPN1 ag: activates the zebrafish TRPN1 channel; AID 1424; activation, % at 3 µM; HEK293 zebrafish TRPN1-YFP, Fluo-8 calcium fluorescence; 100% = response to 87 µM carbachol; 220,000 compounds, 0.18% hits;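 active means activation above its plate's cutoff, the mean activation of test wells on that plate plus 3 SD, cut at about 19% in these data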;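 further: 0% = DMSO alone and 100% = 87 µM carbachol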
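Material – zebrafish TRPN1-YFP in HEK293 cells · Doses – 3 µM single point · Schedule – dye 1 h 37 °C plus 30 min RT · Signal – Fluo-8 calcium fluorescence, excitation 470-495 nm, emission 515-575 nm · Read-out – % activation versus carbachol response · Control set – carbachol high, DMSO low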
PPC-1+TRAIL kill: compounds killing PPC-1 cancer cells with TRAIL present (potentiator screen, no TRAIL-free arm) | PPC-1 cells + TRAIL, ATPLite viability luminescence | cell killing (% activity), % at 4 µM | 220,000 compounds, 0.41% hits | AID 1443;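 active means cell killing above 50% in the first pass at 4 µM, then a duplicate retest at 5 µM averaging 50% or more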;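 further: plate controls were cells with TRAIL plus DMSO for no effect and medium-only wells lacking cells for full effect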
EBV gp42 inh: blocks Epstein-Barr virus glycoprotein 42 binding; Q1HVG2; 220,000 compounds, 0.42% hits; Fluorescence polarization binding assay, mP read-out; inhibition, % (tested at 21.74 µM); in the data active means inhibition above about 50%
Target sequence (Q1HVG2 whole entry, looked up): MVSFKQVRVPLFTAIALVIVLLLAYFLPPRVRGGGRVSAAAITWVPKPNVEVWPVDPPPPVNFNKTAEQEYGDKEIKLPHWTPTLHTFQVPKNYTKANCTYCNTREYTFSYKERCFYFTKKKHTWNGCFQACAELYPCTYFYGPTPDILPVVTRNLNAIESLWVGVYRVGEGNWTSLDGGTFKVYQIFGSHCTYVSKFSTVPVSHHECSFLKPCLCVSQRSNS
Active calls of the source: *; . = not tested or not shown. Compounds as they come. About 5.9% of those tested had a hit in this group.

The opening 2 compounds, ahead of the listing:
no.	structure	Runt-SMMHC FRET	NCF1 inh	CHOP inh	TRPML3 ag	Mdm2 ligase inh
1	Cc1c(/C=N\NC(=O)c2ccc([N+](=O)[O-])cc2)cnn1C	-1	-8	11	0.6	-3
2	CCOc1ncccc1C(=O)N(C)CC(=O)Nc1ccccc1SC	1	4	-8	-0.2	-4

no.	TNF necrop inh	TRPN1 ag	PPC-1+TRAIL kill	EBV gp42 inh
1	0.6	0.6	1	-8
2	1.3	-1.6	-8	-32

The listing, repeating the preview:
no.	structure	Runt-SMMHC FRET	NCF1 inh	CHOP inh	TRPML3 ag	Mdm2 ligase inh
1	Cc1c(/C=N\NC(=O)c2ccc([N+](=O)[O-])cc2)cnn1C	-1	-8	11	0.6	-3
2	CCOc1ncccc1C(=O)N(C)CC(=O)Nc1ccccc1SC	1	4	-8	-0.2	-4
3	COc1cccc(N2C(=O)CC(N3CCN(C(=O)c4ccco4)CC3)C2=O)c1 (configuration not stated)	1	1	-1	0.6	-14
4	COC(=O)c1ccc([N+](=O)[O-])cc1N1C(=O)C2C3CCC(C3)C2C1=O (configuration not stated)	1	5	-16	0.5	-4
5	COC(=O)C1Sc2[nH]c(=O)sc2C(c2ccc(Cl)cc2)C1C(=O)OC (configuration not stated)	5	-1	3	-0.2	-20
6	S=c1[nH]cnc2scc(-c3ccc(Cl)cc3)c12	17	-8	-3	-0.3	7
7	CNc1nc2cc([N+](=O)[O-])c([N+](=O)[O-])cc2nc1NC	-4	1	75*	9.2	-16
8	CC1=NOC(=O)/C1=C\c1ccc(-c2ccc(Br)cc2C(=O)O)o1	-5	-10	-10	0.5	-28
9	C=CCSc1n[nH]c(-c2ccc(OCCC)cc2)n1	-1	-5	49	0.5	-21
10	CCN(CC)S(=O)(=O)c1cccc(C(=O)NC2CCCCC2)c1	1	4	-4	0.7	-14
11	O=S(=O)(NNc1nccc(C(F)(F)F)n1)c1cccc(Cl)c1Cl	6	-5	-6	-0.1	-12
12	CS(=O)(=O)c1nc(-c2cccs2)cc(C(F)(F)F)n1	4	-11	111*	1.6	25

no.	TNF necrop inh	TRPN1 ag	PPC-1+TRAIL kill	EBV gp42 inh
1	0.6	0.6	1	-8
2	1.3	-1.6	-8	-32
3	-0.3	-0.4	10	3
4	-0.4	1.8	-9	-20
5	-1.6	-1.0	-7	1
6	-12	-3.1	15	-5
7	-8.5	27*	16	7
8	-0.9	0.6	-4	-53
9	-0.5	-0.4	19	-13
10	1.2	0.8	48	-1
11	-1.8	-0.1	1	-6
12	-13	0.4	-26	-2

Three of the entries above in order of their number in Mdm2 ligase inh, highest first:
No.	SMILES	Mdm2 ligase inh
12	CS(=O)(=O)c1nc(-c2cccs2)cc(C(F)(F)F)n1	25
6	S=c1[nH]cnc2scc(-c3ccc(Cl)cc3)c12	7
2	CCOc1ncccc1C(=O)N(C)CC(=O)Nc1ccccc1SC	-4

(next part)
no.	structure	Runt-SMMHC FRET	NCF1 inh	CHOP inh	TRPML3 ag	Mdm2 ligase inh
13	CC1CCN(S(=O)(=O)c2cccc(C(=O)Nc3ccccc3)c2)CC1	.	-9	1	1.9	-8
14	COc1cccc(C2CC(c3cccs3)Nc3ncnn32)c1 (configuration not stated)	-2	-2	-24	0.9	-14
15	COc1ccc2nc(C)c3c(c2c1)OC(C(C)(Cl)Br)C3 (configuration not stated)	0	-7	14	-0.4	-11
16	CCN1CCN(c2cc(=O)n(-c3cc(Cl)ccc3C)c(=O)[nH]2)CC1	-2	-16	1	0.9	-1
17	O=C(CCNC(=O)c1ccccc1Cl)Nc1cc(C(F)(F)F)ccc1Cl	-2	-11	19	0.5	-4
18	Cc1noc(C)c1CSCC(=O)NC1=NCCS1	2	.	.	-0.5	.
19	CCOC(=O)c1cnc2ccccc2c1Nc1cccc(C(=O)O)c1	1	9	-21	1.1	-1
20	O=C(N/N=C/c1cccs1)c1cccc(NC(=O)c2ccc(Cl)cc2)c1	-14	3	104*	-0.3	.
21	COC(=O)Nc1ccc(S(=O)(=O)N(CCO)CCO)cc1	-2	-4	36	0.3	4
22	Cc1nc(NC(=O)c2ccc3c(c2)OCO3)ccc1Br	-5	-4	-27	0.0	-17
23	Cc1cc(NC(=O)c2ccc3nc(C)sc3c2)no1	-2	0	43	0.7	-3
24	CC(=O)N/N=C/c1cc2c(cc1[N+](=O)[O-])OCO2	8	-8	9	0.0	-2

no.	TNF necrop inh	TRPN1 ag	PPC-1+TRAIL kill	EBV gp42 inh
13	1.7	3.9	.	-10
14	-0.8	1.7	4	-19
15	-1.6	-1.2	16	-3
16	0.4	0.3	13	3
17	1.7	1.8	-11	-14
18	0.6	0.0	3	.
19	2.0	0.1	5	6
20	0.6	0.0	-3	0
21	1.7	-0.7	-4	-16
22	-0.5	0.5	28	-13
23	-0.7	2.5	7	0
24	-0.4	0.1	-1	-13

(more compounds)
no.	structure	Runt-SMMHC FRET	NCF1 inh	CHOP inh	TRPML3 ag	Mdm2 ligase inh
25	CCc1ccc(N2C(=O)Nc3ccccc3C2(O)C(=O)N2CCN(c3ccccn3)CC2)cc1 (configuration not stated)	0	-1	-2	1.0	-6
26	O=C(c1cc2cc([N+](=O)[O-])ccc2oc1=O)N1CCN(C2CCCCC2)CC1	2	-6	15	1.0	-8
27	O=C(O)CCC(=O)NN1C(=O)c2ccccc2NC1c1ccc(F)cc1 (configuration not stated)	6	6	-7	0.7	4
28	O=C(Cn1c(=O)oc2cc(S(=O)(=O)N3CCCC3)ccc21)Nc1cccc(C(F)(F)F)c1	-5	6	53	0.5	-12
29	Cc1ccc(S(=O)(=O)NC(=O)NCc2ccc(Cl)cc2)cc1	1	1	15	-0.4	3
30	O=C(Nc1ccc(S(=O)(=O)N2CCOCC2)cc1)c1ccc([N+](=O)[O-])o1	-4	-9	-89	0.3	-9
31	CC(C)(C)n1nc2c(c1NC(=O)Cc1ccc(F)cc1)CSC2	0	7	53	0.3	-9
32	Cc1cc2c(c(SCC(=O)NCc3ccc(Cl)cc3)n1)C(=O)OC2	1	3	13	-0.1	10
33	Cc1cc(CNC(=O)CC2C(=O)NCCN2Cc2ccccc2C(F)(F)F)on1 (configuration not stated)	-2	10	10	0.6	-11
34	CCOC(=O)NC(=O)CSc1nc2ccccc2[nH]1	0	-20	1	0.6	-14
35	CC(Oc1ccccc1)c1ccnc2nc(/N=C/N(C)C)nn12 (configuration not stated)	-5	8	8	0.5	-7
36	Cc1[nH]c2ccccc2c1/C=N/Nc1nncn1N	-1	-19	-2	0.8	-9

no.	TNF necrop inh	TRPN1 ag	PPC-1+TRAIL kill	EBV gp42 inh
25	0.0	-0.3	0	-9
26	1.0	0.4	23	-16
27	-0.4	0.0	8	6
28	-1.1	1.3	16	-3
29	0.9	0.1	3	-23
30	-23	-0.4	36	-6
31	0.6	0.6	16	0
32	0.0	-0.1	18	-2
33	-1.1	-0.5	17	14
34	-0.8	-0.2	3	0
35	-4.2	1.3	17	-24
36	-0.5	0.7	19	-6

Next section
no.	structure	Runt-SMMHC FRET	NCF1 inh	CHOP inh	TRPML3 ag	Mdm2 ligase inh
37	CCN(CC)C(=O)Cn1ccc(NC(C)=O)nc1=O	0	-3	6	1.1	.
38	Cc1ccc2c(c1)c(N=O)c(O)n2Cc1ccc(Cl)cc1	2	-2	42	-0.3	-19
39	COc1ccc(NC(=O)CCCNS(=O)(=O)c2cccs2)cc1	14	4	12	0.0	8
40	Cc1ccc(C(=O)NCCn2ccc3ccccc32)cc1[N+](=O)[O-]	-1	-6	21	-0.9	-9
41	CSc1nc(O)cc(=O)n1-c1ccc(F)cc1	-1	-19	4	0.1	-14
42	COCCn1c(N)c(Sc2ccccc2[N+](=O)[O-])c(=O)[nH]c1=O	2	-14	4	0.9	3
43	O=C(COC(=O)C(O)c1ccccc1)NC12CC3CC(CC(C3)C1)C2 (configuration not stated)	-1	-9	46	0.0	-1
44	COc1ccccc1OC(=O)CCc1nc2ccccc2s1	4	-1	10	-0.9	-34
45	O=C(Nc1cccc(S(=O)(=O)N2CCCC2)c1)c1ccc2c(=O)n3c(nc2c1)CCCCC3	3	-8	24	0.7	-12
46	O=c1cc(N2CCC3(CC2)OCCO3)[nH]c(=O)n1-c1ccc(Cl)cc1	32	1	-50	0.8	0
47	N#Cc1nc(Cc2cccc3ccccc23)oc1N1CCN(c2ccccc2)CC1	-1	0	-15	0.7	-11
48	ClCc1csc(-c2ccccc2Cl)n1	-3	-5	24	0.1	-2
49	CCn1nccc1C(=O)Nc1ccc(S(=O)(=O)NC23CC4CC(CC(C4)C2)C3)cc1	-4	-26	54	0.3	0
50	CC(OC(=O)c1ccc2ncsc2c1)C(=O)N1CCCC1 (configuration not stated)	2	-1	8	1.3	-14

no.	TNF necrop inh	TRPN1 ag	PPC-1+TRAIL kill	EBV gp42 inh
37	2.9	2.6	9	-11
38	-3.4	-1.8	42	9
39	1.7	-1.1	2	-27
40	0.1	-1.8	2	-1
41	0.9	1.8	2	-6
42	0.5	0.7	0	-24
43	0.5	1.8	8	-15
44	0.0	-2.0	24	-2
45	-2.4	-1.1	30	-17
46	0.1	0.6	9	1
47	0.2	-1.1	-7	8
48	-11	1.2	10	-10
49	-3.9	2.4	-5	1
50	0.7	-0.1	11	-2

Assay outcomes as filed in PubChem.
